Assay outcomes from PubChem.
ARFGAP1 inhibitor: inhibits rat ARF GTPase activating protein 1; Arfgap1-stimulated ARF1 GTP hydrolysis, GDP FP detection; inhibition, % at 16.5 µM; AID 651572; Q62848; hit rate 0.26% among 360,000;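 active means inhibition above a per-plate limit, mean inhibition of low control wells plus 3 SD, cut at about 25% in these data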;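 further: 0% = DMSO wells with enzyme and 100% = wells lacking Arfgap1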
Target sequence (Q62848 1-136 limits assumed): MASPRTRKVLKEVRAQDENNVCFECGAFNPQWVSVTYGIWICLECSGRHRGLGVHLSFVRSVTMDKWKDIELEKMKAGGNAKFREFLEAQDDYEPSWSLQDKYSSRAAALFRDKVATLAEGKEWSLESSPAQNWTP
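material = rat Arfgap1 catalytic domain, aa 1-136 | also added = human ARF1(Δ1-17)-GTP substrate | compound dosing = one concentration, 16.5 µM, DMSO 1.26% | times = GTP hydrolysis reaction 2 h at 25 °C | measured by = FP, GDP Alexa 633 tracer displaced from anti-GDP antibody, 620/688 nm | evaluation = percent inhibition of Arfgap1-stimulated GTP hydrolysis | replication = single well per compound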
proKLK7 act: proKLK7 (human) activation, primary screen; P49862; activation, % at 7 µM; purified proKLK7, EDANS-DABCYL substrate fluorescence; 100% is mature enzyme control, 0% vehicle; hit rate 0.9% among 370,000;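 active means activation above the mean of all tested compounds plus 3 SD, computed per campaign excluding outliers beyond control limits, cut at about 13% in these data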
ASAP1 inh: inhibitors of human ASAP1 ArfGAP activity | ASAP1-stimulated ARF1 GTP hydrolysis, GDP FP detection | inhibition, % at 16.5 µM | hit rate 0.19% among 360,000; in the data active means inhibition above about 25%;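 further: 0% = vehicle with enzyme and substrate and 100% = no enzyme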
Target sequence (Q9ULH1 325-724 limits assumed): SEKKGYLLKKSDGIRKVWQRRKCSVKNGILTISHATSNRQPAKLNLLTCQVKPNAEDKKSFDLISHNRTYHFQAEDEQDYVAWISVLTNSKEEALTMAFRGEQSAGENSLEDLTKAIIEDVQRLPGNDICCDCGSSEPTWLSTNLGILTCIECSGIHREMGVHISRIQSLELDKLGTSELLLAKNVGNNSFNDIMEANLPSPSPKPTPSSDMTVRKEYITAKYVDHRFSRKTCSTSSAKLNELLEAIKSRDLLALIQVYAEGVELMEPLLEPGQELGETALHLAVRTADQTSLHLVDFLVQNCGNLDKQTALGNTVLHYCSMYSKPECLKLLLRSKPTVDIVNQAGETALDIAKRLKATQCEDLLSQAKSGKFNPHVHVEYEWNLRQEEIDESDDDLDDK
GC-B act: GC-B (human) receptor activation; HEK293-GC-B cells, CNP EC30, cGMP TR-FRET; 0% at EC30 CNP, 100% saturating CNP; activation, % at 10 µM; hit rate 0.11% among 370,000; AID 1920062;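 active means activation at 10 µM reaching about 35% in either raw or pattern-adjusted values, limit read from the data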
rCAG RNA binder: binds r(CAG) RNA repeats; inhibition, % at 3 µM; hit rate 1.3% among 370,000; r(CAG) RNA repeat, TO-PRO-1 dye displacement fluorescence;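 active means inhibition above the plate cutoff, the mean of all test compounds on that plate plus 3 SD, cut at about 35% in these data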;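 further: 0% = DMSO alone and 100% = 100 µM mitoxantrone as full dye displacement; higher means more dye released from RNA so lower well fluorescence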
GAA850 FXN act: frataxin GAA850 promoter activation | AID 540364 | activation, % at 6 µM | HEK293 lucGAA850 FXN promoter luciferase reporter, 24 h; percent of 10 µM SAHA response | hit rate 0.56% among 360,000;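 active means activation above the average of all compounds screened plus 3 SD, cutoff fixed separately per campaign, cut at about 7.5% in these data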;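 further: 0% = DMSO wells and 100% = 10 µM SAHA wells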
HGIII-sPLA2 inh: Inhibits HGIII-sPLA2 liposome hydrolysis, primary screen | inhibition, % at 12.2 µM | Q9NZ20 | QFRET BODIPY PC-A2 liposome hydrolysis, fluorescence | hit rate 0.56% among 370,000;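 active means inhibition above mean plus 3 SD of compounds lying within the high and low control bounds, cut at about 19% in these data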;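 further: 0% = median of test compound wells and 100% = no enzyme DMSO wells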
NPR1 activator: GC-A (human) enzyme activation; P16066; HEK293 GC-A cells, cGMP TR-FRET, EC30 ANP; 0% at EC30 ANP, 100% saturating ANP; activation, % at 10 µM; hit rate 0.14% among 370,000; in the data active means activation above about 40%
DDE Tn6 FP inh: inhibitors of Tn6 peptide binding to human fibrin DD(E); P02675; Fibrin DD(E) TRITC-Tn6 fluorescence polarization displacement; inhibition, % at 8.3 µM; hit rate 0.21% among 370,000; AID 720509;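 active means inhibition above a per-campaign cutoff: mean of compounds within control limits plus 3 SD, cut at about 15% in these data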;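 further: 0% = median of all compound wells on the plate and 100% = blocking peptide control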
Target sequence (P02675 whole entry, looked up): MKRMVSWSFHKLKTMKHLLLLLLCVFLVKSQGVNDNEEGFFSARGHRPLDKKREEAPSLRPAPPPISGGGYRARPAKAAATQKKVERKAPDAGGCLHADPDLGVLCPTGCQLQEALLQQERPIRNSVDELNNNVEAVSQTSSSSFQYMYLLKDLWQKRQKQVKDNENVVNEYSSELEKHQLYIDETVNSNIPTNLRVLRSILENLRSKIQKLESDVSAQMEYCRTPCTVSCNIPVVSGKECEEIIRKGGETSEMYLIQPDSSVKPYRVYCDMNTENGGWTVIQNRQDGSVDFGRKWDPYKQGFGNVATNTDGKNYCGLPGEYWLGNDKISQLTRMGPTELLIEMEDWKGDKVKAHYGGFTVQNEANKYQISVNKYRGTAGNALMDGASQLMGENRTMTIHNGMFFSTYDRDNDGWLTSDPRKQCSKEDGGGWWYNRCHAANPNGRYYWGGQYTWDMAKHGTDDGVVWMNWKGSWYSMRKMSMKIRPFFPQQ
ADAM10 inh: ADAM10 inhibition, QFRET primary screen | inhibition, % at 7 µM | recombinant ADAM10, EDANS/DABCYL FRET peptide cleavage, 3 h | hit rate 0.62% among 370,000 | O14672;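 active means inhibition above a per-campaign cutoff equal to the mean of compounds falling between control-based bounds plus 3 SD, cut at about 20% in these data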;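 further: 0% = DMSO wells while the 100% control is not disclosed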
* = called active by the depositor; & = joins results of further samples.

Start of the listing, in advance:
Screening Cc1nnc(NC(=O)CCC2CCCCC2)s1 returned ARFGAP1 inhibitor -5, proKLK7 act -0.4, ASAP1 inh 10, GC-B act 5, rCAG RNA binder -2, GAA850 FXN act -0.1, HGIII-sPLA2 inh 10, NPR1 activator 1, DDE Tn6 FP inh 0 and ADAM10 inh -17.
CCCn1c(C(C)Nc2nc(-c3ccc(Cl)c([N+](=O)[O-])c3)cs2)nc2ccccc21 (stereo not given) was read as ARFGAP1 inhibitor 4, proKLK7 act 0.9, ASAP1 inh 1, GC-B act -1, rCAG RNA binder 8, GAA850 FXN act 3.7, HGIII-sPLA2 inh -6, NPR1 activator -2, DDE Tn6 FP inh 4 and ADAM10 inh 11.

Results, repeating the preview:
Screening Cc1nnc(NC(=O)CCC2CCCCC2)s1 returned ARFGAP1 inhibitor -5, proKLK7 act -0.4, ASAP1 inh 10, GC-B act 5, rCAG RNA binder -2, GAA850 FXN act -0.1, HGIII-sPLA2 inh 10, NPR1 activator 1, DDE Tn6 FP inh 0 and ADAM10 inh -17.
CCCn1c(C(C)Nc2nc(-c3ccc(Cl)c([N+](=O)[O-])c3)cs2)nc2ccccc21 (stereo not given) was read as ARFGAP1 inhibitor 4, proKLK7 act 0.9, ASAP1 inh 1, GC-B act -1, rCAG RNA binder 8, GAA850 FXN act 3.7, HGIII-sPLA2 inh -6, NPR1 activator -2, DDE Tn6 FP inh 4 and ADAM10 inh 11.
`CCC(=NNS(=O)(=O)c1ccc(C)cc1)c1ccc(OC)c(C)c1` gave ARFGAP1 inhibitor 10, proKLK7 act 0.1, ASAP1 inh -6, GC-B act 1, rCAG RNA binder 3, GAA850 FXN act 3.2, HGIII-sPLA2 inh -5, NPR1 activator 1, DDE Tn6 FP inh -3 and ADAM10 inh 3.
CSCCC(NS(=O)(=O)c1cccs1)C(=O)NCc1ccc(C)cc1 (stereo not given) was read as ARFGAP1 inhibitor 16, proKLK7 act 0.0, ASAP1 inh -4, GC-B act 3, rCAG RNA binder -1, GAA850 FXN act -2.3, HGIII-sPLA2 inh -5, NPR1 activator 1, DDE Tn6 FP inh -2 and ADAM10 inh -6.
For CCC(=O)Nc1ccc2nc(C)n(Cc3ccccc3Cl)c(=O)c2c1 the results were ARFGAP1 inhibitor 11, proKLK7 act -0.6, ASAP1 inh -2, GC-B act 10, rCAG RNA binder -1, GAA850 FXN act 0.3, HGIII-sPLA2 inh -4, NPR1 activator 7, DDE Tn6 FP inh -3 and ADAM10 inh -2.
For CC(=O)Nc1cccc(C(=O)/C=C/c2ccc(C)cc2)c1 the results were ARFGAP1 inhibitor -3, proKLK7 act -0.3, ASAP1 inh -6, GC-B act -3, rCAG RNA binder 7, GAA850 FXN act -6.9, HGIII-sPLA2 inh -13, NPR1 activator -1, DDE Tn6 FP inh -1 and ADAM10 inh 11.
`CCOc1ccc(NC(=O)COc2ccc(OC)cc2)cc1` gave ARFGAP1 inhibitor 4, proKLK7 act -1.0, ASAP1 inh -17, GC-B act 1, rCAG RNA binder -5, GAA850 FXN act -0.9, HGIII-sPLA2 inh -3, NPR1 activator -1, DDE Tn6 FP inh -5 and ADAM10 inh -1.
Screening COc1ccccc1CNC(=O)CCCn1c(=O)c2ccccc2n(CC(=O)NC2CCCC2)c1=O returned ARFGAP1 inhibitor -3, proKLK7 act 0.6, ASAP1 inh -2, GC-B act -8, rCAG RNA binder -2, GAA850 FXN act 0.1, HGIII-sPLA2 inh 7, NPR1 activator -2, DDE Tn6 FP inh -6 and ADAM10 inh 7.
Screening S=C(Nc1ccc(Nc2ccccc2)cc1)NN1CCOCC1 returned ARFGAP1 inhibitor -2, proKLK7 act 0.0, ASAP1 inh -12, GC-B act -1, rCAG RNA binder -4, GAA850 FXN act 3.2, HGIII-sPLA2 inh 14, NPR1 activator -1, DDE Tn6 FP inh 1 and ADAM10 inh 2.
Screening Cc1cc(/C=C(\C#N)C(=O)NCc2ccco2)c(C)n1-c1ccc(C(=O)O)cc1 returned ARFGAP1 inhibitor -5, proKLK7 act 0.7, ASAP1 inh 6, GC-B act -3, rCAG RNA binder 10, GAA850 FXN act 2.7, HGIII-sPLA2 inh 1, NPR1 activator 0, DDE Tn6 FP inh 1 and ADAM10 inh -4.
Cc1ccc(CN(C)C(=O)c2ccc3c(c2)NC(=O)CS3)o1 was read as ARFGAP1 inhibitor 0, proKLK7 act 0.1, ASAP1 inh -5, GC-B act 4, rCAG RNA binder 7, GAA850 FXN act 1.6, HGIII-sPLA2 inh -5, NPR1 activator 0, DDE Tn6 FP inh 0 and ADAM10 inh -1.
`Cc1ccc(CCNC(=O)CS(=O)Cc2nc(-c3cccs3)oc2C)cc1` (stereo not given) gave ARFGAP1 inhibitor 2, proKLK7 act -0.1, ASAP1 inh -6, GC-B act 1, rCAG RNA binder 2, GAA850 FXN act 2.7, HGIII-sPLA2 inh -7, NPR1 activator 0, DDE Tn6 FP inh 1 and ADAM10 inh 3.
CCCc1ccc(OCC(O)CN2CCN(c3ccccc3)CC2)cc1 (stereo not given) was read as ARFGAP1 inhibitor -3&-2, proKLK7 act -0.1&0.4, ASAP1 inh -2&7, GC-B act 5&6, rCAG RNA binder -1&-10, GAA850 FXN act -0.3&1.6, HGIII-sPLA2 inh 1&-6, NPR1 activator 1&5, DDE Tn6 FP inh -3&5 and ADAM10 inh -8&11.
`CCCCNC(=O)C1C(c2ccc(OC)cc2)=Nc2ccccc2N1C(=O)c1ccc2ncccc2c1` (stereo not given) gave ARFGAP1 inhibitor 0, proKLK7 act 0.5, ASAP1 inh -1, GC-B act 5, rCAG RNA binder 4, HGIII-sPLA2 inh -5, NPR1 activator -3, DDE Tn6 FP inh 2 and ADAM10 inh -1.
Cc1ccc(NC(=O)COC(=O)c2cc(Cl)ccc2[N+](=O)[O-])cc1 was read as ARFGAP1 inhibitor 6, proKLK7 act 0.4, ASAP1 inh 11, GC-B act 0, rCAG RNA binder 0, GAA850 FXN act 0.5, HGIII-sPLA2 inh 3, NPR1 activator -2, DDE Tn6 FP inh -5 and ADAM10 inh 6.
`Cc1nc2ccc(S(=O)(=O)NC(C(=O)NCc3ccco3)C(C)C)cc2s1` (stereo not given) gave ARFGAP1 inhibitor -2, proKLK7 act -0.6, ASAP1 inh 0, GC-B act -3, rCAG RNA binder 1, GAA850 FXN act -1.0, HGIII-sPLA2 inh -2, NPR1 activator 0, DDE Tn6 FP inh 6 and ADAM10 inh -6.
O=C(O)CCC(=O)OCCc1cc2ccccc2c(=O)o1 was read as ARFGAP1 inhibitor -7, proKLK7 act 0.2, ASAP1 inh 7, GC-B act 1, rCAG RNA binder 0, GAA850 FXN act 1.4, HGIII-sPLA2 inh -1, NPR1 activator -2, DDE Tn6 FP inh -3 and ADAM10 inh -5.
`COc1ccc(C)cc1NC(=O)C1CCN(S(=O)(=O)c2ccc3c(c2)C(C)(C)C(=O)N3C)CC1` gave ARFGAP1 inhibitor -7, proKLK7 act 0.6, ASAP1 inh -9, GC-B act 4, rCAG RNA binder 11, GAA850 FXN act 0.5, HGIII-sPLA2 inh -8, NPR1 activator 1, DDE Tn6 FP inh -3 and ADAM10 inh -5.
For CCCCN(Cc1cc2ccccc2[nH]c1=O)C(=O)c1ccccn1 the results were ARFGAP1 inhibitor 1, proKLK7 act -0.6, ASAP1 inh -3, GC-B act -4, rCAG RNA binder 1, GAA850 FXN act 0.7, HGIII-sPLA2 inh 10, NPR1 activator -8, DDE Tn6 FP inh 6 and ADAM10 inh -32.
Screening Cc1ccc(N2C(=O)C3C4C=CC(CNC(=S)Nc5cccc(Cl)c5)(O4)C3C2=O)cc1 (stereo not given) returned ARFGAP1 inhibitor 14, proKLK7 act 0.4, ASAP1 inh 10, GC-B act -1, rCAG RNA binder 11, GAA850 FXN act -4.0, HGIII-sPLA2 inh -6, NPR1 activator 5, DDE Tn6 FP inh 6 and ADAM10 inh 4.
`COc1ccc(Cn2cc(CN3CC(N4CCN(C5CCN(C)CC5)CC4)CS3(=O)=O)nn2)cc1` (stereo not given) gave ARFGAP1 inhibitor 1, proKLK7 act 0.1, ASAP1 inh -5, GC-B act -5, rCAG RNA binder 4, HGIII-sPLA2 inh 8, NPR1 activator 4, DDE Tn6 FP inh 4 and ADAM10 inh 1.
COC(=O)c1cc(S(=O)(=O)NCC2CCN(Cc3cccc(F)c3)CC2)c[nH]1 was read as ARFGAP1 inhibitor -7, proKLK7 act -0.2, ASAP1 inh 6, GC-B act 0, rCAG RNA binder -3, GAA850 FXN act 0.8, HGIII-sPLA2 inh -14, NPR1 activator -5, DDE Tn6 FP inh 2 and ADAM10 inh 0.
`Cc1ccc(C(=O)NC(=S)Nc2ccccc2C(F)(F)F)cc1` gave ARFGAP1 inhibitor -2, proKLK7 act 0.1, ASAP1 inh 17, GC-B act -4, rCAG RNA binder 1, GAA850 FXN act -0.4, HGIII-sPLA2 inh 8, NPR1 activator -9, DDE Tn6 FP inh -6 and ADAM10 inh 9.
N#Cc1cccc(NC(=O)CSc2n[nH]c(=O)[nH]c2=O)c1 was read as ARFGAP1 inhibitor -7, proKLK7 act 0.4, ASAP1 inh -10, GC-B act -3, rCAG RNA binder 2, GAA850 FXN act 0.2, HGIII-sPLA2 inh 13, NPR1 activator 0, DDE Tn6 FP inh 6 and ADAM10 inh -4.
Screening CSc1ncccc1C(=O)OCC(=O)Nc1ccc(S(=O)(=O)N2CCCC2)cc1 returned ARFGAP1 inhibitor 5, proKLK7 act 0.6, ASAP1 inh 4, GC-B act -3, rCAG RNA binder 8, GAA850 FXN act 1.7, HGIII-sPLA2 inh -22, NPR1 activator 2, DDE Tn6 FP inh 4 and ADAM10 inh 9.
CCc1ccc(OC2(C)CCN(CCOc3ccc(C)cc3)C2)cc1 (stereo not given) was read as ARFGAP1 inhibitor -2, proKLK7 act 0.4, ASAP1 inh -4, GC-B act -5, rCAG RNA binder -2, GAA850 FXN act 1.6, HGIII-sPLA2 inh -14, NPR1 activator 2, DDE Tn6 FP inh -2 and ADAM10 inh -1.
Screening Cc1ccc(S(=O)(=O)C[C@@H]2OC[C@H](C)N2S(=O)(=O)c2ccc(C)cc2)cc1 returned ARFGAP1 inhibitor 2, proKLK7 act 0.5, ASAP1 inh 0, GC-B act 8, rCAG RNA binder 4, HGIII-sPLA2 inh -11, NPR1 activator -2, DDE Tn6 FP inh 7 and ADAM10 inh 7.
`CCCCOC(=O)c1cccc(NC(=O)CC)c1` gave ARFGAP1 inhibitor -1, proKLK7 act 0.2, ASAP1 inh 13, GC-B act 3, rCAG RNA binder 1, GAA850 FXN act 0.7, HGIII-sPLA2 inh 4, NPR1 activator -1, DDE Tn6 FP inh 2 and ADAM10 inh 0.
CCOCC(=O)Nc1ncc(S(=O)(=O)c2ccc([N+](=O)[O-])cc2)s1 was read as ARFGAP1 inhibitor 4, proKLK7 act -0.2, ASAP1 inh -1, GC-B act -4, rCAG RNA binder 9, GAA850 FXN act 2.3, HGIII-sPLA2 inh -4, NPR1 activator 0, DDE Tn6 FP inh 1 and ADAM10 inh 3.
For CCOc1ccc(CNC(=S)N/N=C/c2ccc(OC)c(OC)c2)cc1 the results were ARFGAP1 inhibitor -8, proKLK7 act 0.1, ASAP1 inh 5, GC-B act 13, rCAG RNA binder 3, GAA850 FXN act 2.6, HGIII-sPLA2 inh 4, NPR1 activator 18, DDE Tn6 FP inh 2 and ADAM10 inh 10.
